Assay outcomes: PubChem BioAssay, several laboratories
PREPL inhibitor: PREPL enzyme inhibitors, primary screen, biochemical, fluorescence polarization | Prolyl endopeptidase-like (Homo sapiens), Q4J6C6 | inhibition, % at 5.96 µM | recombinant PREPL, fluorescence polarization activity-based probe | AID 2751, 2010 | 0.68% of 320,000 active; in the data active = inhibition above about 43%;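 note: 0% = enzyme with DMSO and 100% = wells lacking enzyme; many of its hits are not listed in these tables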
ZTA DNA inh: blocks Epstein-Barr virus ZTA, an EBNA-1 counter-screen. ZTA-DNA binding, fluorescence polarization. AID 2234. P03206. 0.15% of 320,000 active. inhibition, % at 11 µM; in the data active = inhibition above about 33%
Target sequence (P03206 whole entry, looked up): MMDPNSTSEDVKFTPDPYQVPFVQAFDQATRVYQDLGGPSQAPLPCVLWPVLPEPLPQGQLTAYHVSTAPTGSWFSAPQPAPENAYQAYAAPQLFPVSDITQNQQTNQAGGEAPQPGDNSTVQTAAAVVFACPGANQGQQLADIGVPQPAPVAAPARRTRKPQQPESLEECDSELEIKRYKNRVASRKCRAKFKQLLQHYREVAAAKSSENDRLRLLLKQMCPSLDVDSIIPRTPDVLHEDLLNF
TPT1 inh: Candida albicans TPT1 enzyme inhibitors, primary screen, biochemical, fluorescence polarization | tRNA 2'-phosphotransferase TPT1 (Candida albicans SC5314) | recombinant caTPT1, FP RNA substrate dephosphorylation | inhibition, % at 5 µM | 0.81% of 300,000 active;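 active = inhibition above the mean of all tested compounds plus 3 SD, set per screening campaign, cut at about 24% in these data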;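 note: plate controls were DMSO alone for no effect and ferristatin control at 100 nM for full effect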
EBNA-1 inhibitor: EBNA-1 DNA-binding inhibitors, primary screen, biochemical, fluorescence polarization; inhibition, % at 14.8 µM; 0.34% of 300,000 active; AID 1950, 2009; in the data active = inhibition above about 28%
Efflux pump inh: inhibitors of Candida efflux pumps in yeast, primary screen, S. cerevisiae, Nile Red, multiplex; AID 485275, 2010; 0.44% of 330,000 active; S. cerevisiae Candida pump triplex; inhibition, % at 10 µM;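 active = plate passing quality check with inhibition over a set limit, or well fluorescence over plate mean plus 4 SD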;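 note: Nile Red retained in pooled yeast measured as flow cytometry median fluorescence; 0% = buffer negative control and 100% = Enniatin B positive control; higher means more Nile Red kept so more efflux inhibition; some compounds called inactive have numbers as strong as hits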
HCV core dimer: inhibitors of HCV core protein dimerization, primary screen, biochemical, TR-FRET, high-throughput. TR-FRET GST/Flag-core106 dimerization, 1536-well. inhibition, % at 5 µM. 0.33% of 300,000 active;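 active = inhibition above the mean of all tested compounds plus 3 SD, set per screening campaign, cut at about 45% in these data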
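System – GST-tagged and Flag-tagged HCV core protein residues 1-106 · Repeats – one well for each compound · Technique – TR-FRET 671 and 617 nm emission · Doses – one concentration, 5 µM, in 0.5% DMSO · Times – 4 h, 22.5 °C incubation · Also added – Eu donor and XL665 acceptor anti-tag antibodies · Measure – percent inhibition of core106 dimerization signal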
Fh CTSL1 inh: Fasciola hepatica cathepsin L1 inhibitors, primary screen, counter-screen for PFM18AAP inhibitor project, biochemical, QFRET, fluorogenic peptide substrate; recombinant F. hepatica cathepsin L1, Z-Leu-Arg-MCA fluorescence; inhibition, % at 5.96 µM; 0.49% of 300,000 active; AID 1906, 2009;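 active = inhibition above the mean of all tested compounds plus 3 SD, set per screening campaign, cut at about 17% in these data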;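 note: 0% = plate median of test compound wells and 100% = 1 µM Z-Phe-Ala-diazomethylketone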
PP1 inh: PP1-alpha phosphatase inhibitors, primary screen, counter-screen for PP5 inhibitor project, biochemical, fluorescence, OMFP substrate, single point; 0.9% of 320,000 active; inhibition, % at 6.7 µM; purified PP1alpha; Serine/threonine-protein phosphatase PP1-alpha catalytic subunit (Homo sapiens), P62136;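 active = inhibition above the mean inhibition of all tested compounds plus 3 SD, computed separately for each screening campaign, cut at about 15% in these data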
Target sequence (P62136 whole entry, looked up): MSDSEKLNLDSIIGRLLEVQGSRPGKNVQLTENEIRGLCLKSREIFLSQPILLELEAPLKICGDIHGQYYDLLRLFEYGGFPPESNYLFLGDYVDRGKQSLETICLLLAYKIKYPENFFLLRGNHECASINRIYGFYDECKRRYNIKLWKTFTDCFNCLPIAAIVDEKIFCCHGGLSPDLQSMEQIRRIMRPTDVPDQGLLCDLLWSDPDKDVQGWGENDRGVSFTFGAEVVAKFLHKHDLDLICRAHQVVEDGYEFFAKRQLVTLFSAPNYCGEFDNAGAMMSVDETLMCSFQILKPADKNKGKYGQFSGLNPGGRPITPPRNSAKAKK
PP5 inh: PP5 phosphatase inhibitors, primary screen, biochemical, fluorescence; inhibition, % at 6.7 µM; Serine/threonine-protein phosphatase 5 (Homo sapiens), P53041; purified PP5c, OMFP substrate fluorescence; 0.18% of 320,000 active;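 active = inhibition above the campaign's mean inhibition across all tested compounds plus 3 SD, cut at about 9.5% in these data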;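 note: 0% = DMSO only and 100% = 100 µM cantharidin control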
Target sequence (P53041 whole entry, looked up): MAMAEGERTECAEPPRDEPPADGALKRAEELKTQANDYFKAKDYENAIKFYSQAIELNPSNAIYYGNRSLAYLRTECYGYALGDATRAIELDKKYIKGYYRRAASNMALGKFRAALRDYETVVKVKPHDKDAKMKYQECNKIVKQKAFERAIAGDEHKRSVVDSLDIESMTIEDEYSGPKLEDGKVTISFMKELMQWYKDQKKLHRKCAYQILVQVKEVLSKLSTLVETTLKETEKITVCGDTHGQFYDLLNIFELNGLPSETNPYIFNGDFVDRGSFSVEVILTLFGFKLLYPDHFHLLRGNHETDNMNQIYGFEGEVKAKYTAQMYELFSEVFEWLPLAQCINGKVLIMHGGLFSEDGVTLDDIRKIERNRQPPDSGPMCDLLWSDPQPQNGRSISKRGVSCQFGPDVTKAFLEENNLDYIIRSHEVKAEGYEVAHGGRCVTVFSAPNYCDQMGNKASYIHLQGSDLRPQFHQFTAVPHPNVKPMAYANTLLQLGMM
Active calls of the source: *; . = no result given. The list is partial; the hit share may differ from the screen's.

SMILES	PREPL inhibitor	ZTA DNA inh	TPT1 inh	EBNA-1 inhibitor	Efflux pump inh	HCV core dimer	Fh CTSL1 inh	PP1 inh	PP5 inh
COc1ccc(/C=N/NC(=O)c2ccc3c(c2)OCCO3)cc1[N+](=O)[O-]	10	24	-2	8	0.0	5	8	2	1.4
COc1ccc(C(=O)NC2CCCc3ccccc32)cc1 (centres undefined)	1	-4	-2	-11	0.1	-3	1	6	4.6
CCN1C(=O)N(c2ccc(C(C)=O)cc2)S(=O)(=O)c2ccccc21	11	6	-1	8	0.0	-2	0	3	1.2
O=C(Nc1ccc(S(=O)(=O)Nc2nccs2)cc1)C1=NN(c2ccccc2)C(=O)CC1	31	-16	12	-15	0.0	14	6	2	-0.7
O=C(COC(=O)C1(c2cccc(F)c2)CCCC1)NCc1cccs1	-7	1	-1	-11	0.0	3	2	-2	5.3
NC(=O)CC(NC(=O)Cc1ccc(Br)cc1)c1ccc(N2CCN(c3ccccn3)CC2)c([N+](=O)[O-])c1 (centres undefined)	-7	-14	-2	25	0.0	3	-3	1	3.6
O=C(Oc1ccc2c(c1)OCO2)c1cccs1	10	18	-4	9	0.0	-9	-6	-3	0.5
C=CCNC(=S)N/N=C/c1cn(C)c2ccccc12	8	-16	0	0	0.2	-4	5	-4	0.4
Cc1cc(Nc2cc(F)ccc2C)n2nc(C)nc2n1	9	7	-2	0	0.2	-2	-2	0	-1.9
Fc1ccc(-c2nc3cnccn3c2NC2CCCC2)cc1	16	-13	-4	-2	0.0	2	-4	3	0.2
CC(=O)N1CCc2ccc(S(=O)(=O)N3CCN(C)CC3)cc21	-2	6	-2	-7	-0.1	-8	-3	1	-1.9
CCN(C(=O)COC(=O)C1CCN(S(=O)(=O)c2c(Cl)cccc2Cl)CC1)C1CCCCC1	-2	-5	-2	-11	0.2	12	-1	3	4.3
O=C(Nc1ccc2c(c1)OCO2)C1CC(=O)N(c2cccc(Cl)c2)C1 (centres undefined)	15	-1	-2	-3	-0.1	-2	-1	-1	0.8
Cc1ccc(S(=O)(=O)CCC(=O)OCC(=O)NCC(=O)Nc2cccc(C)c2C)cc1	1	-15	2	1	-0.6	4	-63	-2	1.5
CCOC(=O)CSc1ccc(S(=O)(=O)N2CCCC2)cc1[N+](=O)[O-]	-3	-8	5	-2	0.1	4	2	-1	0.4
COc1ccc(OC2CCN(C(=O)Nc3ccc(C)cc3)CC2)cc1	9	-3	2	-2	0.0	2	-1	-4	3.6
CC(=O)NC(CC(=O)NCc1ccncc1)c1ccccc1 (centres undefined)	14	-6	-3	-2	-0.2	-21	1	2	-3.5
COCC(=O)Nc1ccc(S(=O)(=O)N2CCCC2)cc1	16	-19	-4	-2	-0.2	-11	12	-8	-0.8
Cc1nnc(SCc2nnc(-c3cccs3)o2)n1C	-4	-6	1	-7	0.0	-2	-3	5	0.6
O=C(Nc1ccc(S(=O)(=O)N2CCCC2)cc1)N1c2ccccc2Sc2ccccc21	15	5	0	4	0.1	20	-1	2	3.7
Cc1cc(C)c2c(CN3CCN(C/C=C/c4ccccc4)CC3)cc(=O)oc2c1	-17	18	2	10	0.1	13	4	9	3.8
CC(=O)OC(Cn1ccnc1)c1ccccc1 (centres undefined)	-7	-7	-6	-8	0.2	-2	-2	-1	0.7
COc1ccc(/C=C2\N=C(C)OC2=O)cc1OC	7	-19	4	-17	-0.1	-15	8	-1	0.4
Brc1ccc(-c2ccccc2)cc1	0	-16	.	.	0.3	.	.	-2	-1.7
Cc1cc(C)nc(SCC(=O)c2ccc(F)cc2)n1	-6	6	4	3	0.3	0	0	0	2.1

More entries:
SMILES	PREPL inhibitor	ZTA DNA inh	TPT1 inh	EBNA-1 inhibitor	Efflux pump inh	HCV core dimer	Fh CTSL1 inh	PP1 inh	PP5 inh
O=C(CSc1nnc(-c2ccccn2)n1Cc1ccccc1)Nc1ccc2c(c1)OCO2	0	-2	-5	-3	0.0	1	-1	-2	2.8
c1ccc(C2C/C(=N\N3CCOCC3)c3ccccc3O2)cc1 (centres undefined)	-2	-2	1	-6	0.3	0	2	0	1.1
CCOC(=O)C1CCN(C(=O)c2cc3cc(C)ccc3[nH]2)CC1	-8	-4	2	6	0.0	9	1	-1	0.0
O=C(CSc1nnc(-c2ccco2)n1Cc1ccccc1)c1ccc(F)cc1	-16	5	1	-8	-0.2	4	-1	1	3.6
Cc1ccc(-c2nnc(SCC(=O)CC(=O)Nc3ccccc3)n2-c2ccccc2)cc1	4	12	3	14	-0.2	6	4	2	0.9
CCCCn1c(N)c(N(CC)C(=O)c2cnc(C)cn2)c(=O)[nH]c1=O	2	2	.	.	-0.1	.	.	4	0.8
Cc1cc(C)n(-c2ccc(C(=O)OCC(=O)NC(c3ccccc3)c3ccccc3)cc2)n1	3	19	4	32*	0.3	8	-2	2	-3.1
CCS(=O)(=O)C1=NN2C(=N)/C(=C\c3ccc(OS(=O)(=O)c4ccccc4)cc3)C(=O)N=C2S1	-3	-1	1	5	0.0	13	11	7	0.0
CC1CCCCC1NC(=O)Cn1nnc2ccccc2c1=O (centres undefined)	6	-9	-1	-5	0.0	-2	1	5	-2.5
Cc1ncc(CN2CCC(C(=O)Nc3ccc(Oc4cccnc4)cc3)CC2)cn1	1	1	-1	6	-0.1	8	-1	-2	-0.8
Cc1sc2nc(CSc3ncn[nH]3)[nH]c(=O)c2c1C	-5	-13	1	1	-0.1	2	0	0	-0.2
O=C(COC(=O)c1c(F)cccc1F)NCc1ccc2c(c1)OCO2	1	-3	.	.	-0.1	.	.	1	-0.8
CC(C)N(Cc1ccc(F)cc1)C(=O)c1cc2ccccc2oc1=O	13	10	2	-2	0.0	-1	-1	-3	-0.6
N#Cc1nc(COc2ccccc2F)oc1NCCCn1ccnc1	6	-6	-4	3	0.0	-4	0	1	0.2
COc1ccc(-c2ccc(CCC(=O)O)n2C(C)C)cc1	3	-15	4	-15	0.0	1	-1	-3	2.7
COC(=O)/C=C1\S/C(=N/N=C/c2ccco2)NC1=O	15	-23	-4	9	-0.1	-6	2	-3	4.2
O=C(Nc1cccc(F)c1)c1cc(S(=O)(=O)NCCC2=CCCCC2)ccc1F	-7	20	-3	1	0.1	1	3	1	2.7
O=C(CSc1cccc[n+]1[O-])Nc1cc([N+](=O)[O-])ccc1Cl	12	-7	-1	-7	0.1	0	2	-2	-0.3
Cn1c(N)c(C(=O)COC(=O)[C@H](Cc2ccccc2)N2C(=O)c3ccccc3C2=O)c(=O)n(C)c1=O	-26	-5	2	-1	-0.1	11	-1	0	4.8
COC(=O)C(C)N(C#N)c1nc(NC(C)C)nc(SC)n1 (centres undefined)	-7	8	1	12	0.0	1	32*	-5	-1.5
COc1ccc(OC)c(N2C(=O)CC(C(C)c3ccccc3)C2=O)c1 (centres undefined)	8	8	0	-14	0.1	-3	1	-1	2.5
O=C(Oc1cccc(NC(=O)c2ccco2)c1)c1cccc(S(=O)(=O)N2CCCCC2)c1	7	-5	1	4	-0.1	3	-8	0	2.6
O=C(COC(=O)C1CCN(S(=O)(=O)c2cccs2)CC1)Nc1ccccc1Br	0	-12	2	-6	0.0	-1	1	-4	0.2
COc1ccc(C(=O)Nc2ccc(N3CCN(C(=O)C(C)C)CC3)cc2)cc1[N+](=O)[O-]	3	0	2	1	-0.1	-1	0	-2	2.0
Cn1ncc(Cl)c1C(=O)N1CCN(c2ccc(Cl)c(Cl)c2)CC1	12	8	4	-8	0.2	-1	-1	-3	3.3

Remaining list, next part.
SMILES	PREPL inhibitor	ZTA DNA inh	TPT1 inh	EBNA-1 inhibitor	Efflux pump inh	HCV core dimer	Fh CTSL1 inh	PP1 inh	PP5 inh
N=c1c(S(=O)(=O)c2ccc(Br)cc2)cc2c(=O)n3ccccc3nc2n1C1CCCC1	11	-8	4	-19	0.1	8	-5	-2	-1.8
CCOCCCNC(=O)C(NC(=O)Cc1cccs1)c1ccc(C)cc1 (centres undefined)	5	-9	0	2	-0.1	1	-6	-3	1.6
COc1ccc(CCNC(=O)CN(c2cc([N+](=O)[O-])ccc2OC)S(C)(=O)=O)cc1	0	6	-1	10	-0.1	3	6	-2	-2.0
COC(=O)c1cc2c(s1)CS(=O)C2 (centres undefined)	1	-12	-3	0	-0.4	-6	4	-12	0.1
CCc1nc(N[C@H](C(=O)O)C(C)C)c2oc3ccccc3c2n1	22	11	1	4	-0.1	2	-1	1	0.3
O=C(CN1CCN(C(=O)c2ccco2)CC1)N1CCc2[nH]c3ccccc3c2C1	5	10	-6	5	0.0	1	-2	0	-1.5
CCN(CC)S(=O)(=O)c1ccc2nnn(O)c2c1	13	-5	-2	3	-0.1	2	-7	2	-0.9
CCN(CC)CCCNC(=O)CSc1nc(-c2cccs2)cc(C(F)(F)F)n1	11	3	-3	3	-0.2	1	1	1	1.1
COc1ccccc1NS(=O)(=O)c1ccc2c(c1)NC(=O)CC(=O)N2	5	-18	-1	-9	0.2	-3	-4	-1	2.1
Cn1c(=O)c2c(O)cc(=O)[nH]c2n(-c2ccccc2)c1=O	-3	5	-6	1	-0.1	-7	1	-1	0.3
CCCc1nc(SCc2ccc(Cl)cc2Cl)n[nH]1	7	-7	0	7	-0.3	-3	2	3	0.7
CCOc1ccccc1Nc1ncccc1C(=O)O	3	-18	1	0	-0.2	-8	1	2	1.3
CN([C@@H](C(=O)OC(C)(C)C)c1ccccc1)S(=O)(=O)c1cccc(S(=O)(=O)N(C)[C@@H](C(=O)OC(C)(C)C)c2ccccc2)c1	2	-1	3	8	0.1	1	1	-4	2.8
Cc1n[nH]c(=O)c2c(NC(=O)CSc3nnnn3-c3ccc(O)cc3)oc(C)c12	8	1	1	-7	-0.1	1	-2	-10	1.0
COc1cccc(Cn2nnc(C(=O)NCc3ccccc3Cl)c2N)c1	-4	-3	2	-2	0.1	0	0	-3	3.4
COc1ccc(Cl)cc1NC(=O)COc1ccc2c(c1)OCO2	1	12	.	.	-0.1	.	.	0	-1.3
CC(=O)NC1=NN(C(C)=O)C(C)(c2cccc([N+](=O)[O-])c2)S1 (centres undefined)	2	9	-3	5	0.2	13	-4	0	-0.4
CCc1ccc(OCCNc2cc(N3CCNC(C)C3)ccc2[N+](=O)[O-])cc1 (centres undefined)	35	20	.	.	0.0	.	.	13	5.0
O=C(Cn1nc(C(F)F)cc1C1CC1)N1CCCC1	1	-15	-1	2	-0.4	-12	2	3	1.0
NC1=NS(=O)(=O)NC1c1cccc(Cl)c1 (centres undefined)	-4	21	-3	3	0.0	0	-1	-5	-3.1

Single values from above:
Under ZTA DNA inh, O=C(CSc1nnc(-c2ccccn2)n1Cc1ccccc1)Nc1ccc2c(c1)OCO2 is listed with -2
Under ZTA DNA inh, Cc1ccc(-c2nnc(SCC(=O)CC(=O)Nc3ccccc3)n2-c2ccccc2)cc1 is listed with 12

Three compounds already listed, ordered by the value under TPT1 inh, largest number first:
SMILES	PREPL inhibitor	TPT1 inh	EBNA-1 inhibitor	Efflux pump inh	HCV core dimer	PP5 inh
Cc1ccc(-c2nnc(SCC(=O)CC(=O)Nc3ccccc3)n2-c2ccccc2)cc1	4	3	14	-0.2	6	0.9
Cc1nnc(SCc2nnc(-c3cccs3)o2)n1C	-4	1	-7	0.0	-2	0.6
CC(=O)NC1=NN(C(C)=O)C(C)(c2cccc([N+](=O)[O-])c2)S1 (centres undefined)	2	-3	5	0.2	13	-0.4
